From PubChem BioAssay
M4 ag: CHRM4 agonism in calcium assay. P08173. CHO-K1 hM4/Gqi5, Fluo-8 calcium fluorescence; vehicle 0%, full acetylcholine response 100%. activation, % at 3 µM. 0.14% of 360,000 active. AID 624127;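 active means activation above the run mean over all test wells plus 3 SD, cut at about 32% in these data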;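 further: peak over basal fluorescence ratio per well then scaled between controls; 0% = DMSO wells and 100% = acetylcholine at EC100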
Target sequence (P08173 whole entry, looked up): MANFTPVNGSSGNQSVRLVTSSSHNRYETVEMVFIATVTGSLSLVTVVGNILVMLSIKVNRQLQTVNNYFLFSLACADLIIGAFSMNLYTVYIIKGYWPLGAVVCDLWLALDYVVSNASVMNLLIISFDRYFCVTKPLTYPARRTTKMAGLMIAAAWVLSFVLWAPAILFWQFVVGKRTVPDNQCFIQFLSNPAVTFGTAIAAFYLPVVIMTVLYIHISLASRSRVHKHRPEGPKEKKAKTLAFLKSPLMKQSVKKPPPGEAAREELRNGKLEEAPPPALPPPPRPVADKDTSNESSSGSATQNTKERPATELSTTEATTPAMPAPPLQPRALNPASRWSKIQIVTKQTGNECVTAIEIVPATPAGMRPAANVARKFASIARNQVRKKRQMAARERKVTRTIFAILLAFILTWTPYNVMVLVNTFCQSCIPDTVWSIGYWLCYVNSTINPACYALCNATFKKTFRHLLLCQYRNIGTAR
CRFBP-R2 agonist: CRF-BP/CRF-R2 complex agonism; AID 588473; activation, % at 13.2 µM; HEK293 CRF-R2/CRF-BP, calcium dye fluorescence (FLIPR); percent of saturating CRF peptide response; 0.46% of 350,000 active;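 active means activation of at least 50%, plus an integration ratio under a set limit after plate pattern correction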;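 further: plate controls were neutral control wells without compound for no effect and CRF at EC100 for full effect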
CHRM4 PAM: potentiates acetylcholine response at human M4 receptor. P08173. CHO-K1 hM4/Gqi5, Fluo-8 calcium fluorescence, ACh EC20; 0% = ACh EC20, 100% = maximal ACh. activation, % at 3 µM. 0.4% of 360,000 active. AID 624126;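 active means activation above its plate's cutoff, the mean activation of sample wells plus 3 SD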; further: some results filed as inactive read as strong as hits
IDE cell inh: cellular human IDE inhibition; 0.41% of 320,000 active; inhibition, % at 5.59 µM; P14735; HEK cells, FAbetaB cleavage, fluorescence polarization; AID 434962;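 active means percent inhibition above the average of all tested compounds plus 3 SD, set per screening campaign, cut at about 16% in these data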;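 further: IDE supplied by intact live HEK cells; FP after avidin binding of uncleaved biotin substrate so inhibition keeps polarization high; 0% = DMSO wells and 100% = 60 µM reference IDE inhibitor Ii1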
M5 antag: antagonists of human muscarinic M5 receptor (CHRM5). P08912. CHO-hM5 cells, Fluo-8 calcium fluorescence, ACh EC80. inhibition, % at 3 µM. 0.59% of 360,000 active. AID 624040;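 active means inhibition above a per-plate cutoff, the mean of that plate's test compounds plus 3 SD, cut at about 27% in these data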;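 further: 0% = acetylcholine EC80 with DMSO and 100% = DMSO without agonist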
Target sequence (P08912 whole entry, looked up): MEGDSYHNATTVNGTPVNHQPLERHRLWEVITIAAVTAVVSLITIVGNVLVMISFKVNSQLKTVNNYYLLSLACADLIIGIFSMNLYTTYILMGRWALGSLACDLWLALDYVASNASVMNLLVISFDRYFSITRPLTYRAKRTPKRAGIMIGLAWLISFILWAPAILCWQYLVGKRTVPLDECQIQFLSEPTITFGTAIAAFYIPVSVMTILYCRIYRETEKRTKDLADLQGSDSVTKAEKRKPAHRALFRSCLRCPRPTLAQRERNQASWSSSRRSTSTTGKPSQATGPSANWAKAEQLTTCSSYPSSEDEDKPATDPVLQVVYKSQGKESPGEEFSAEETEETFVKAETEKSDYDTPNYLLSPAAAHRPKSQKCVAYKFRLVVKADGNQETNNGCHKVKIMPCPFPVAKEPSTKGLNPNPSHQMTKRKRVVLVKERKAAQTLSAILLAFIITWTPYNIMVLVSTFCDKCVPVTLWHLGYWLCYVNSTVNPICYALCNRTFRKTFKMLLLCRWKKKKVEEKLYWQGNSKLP
CHRM5 agonist: CHRM5 agonism in calcium assay; P08912; CHO-K1 hM5 cells, Fluo-8 calcium fluorescence; 0% DMSO wells, 100% maximal acetylcholine response; activation, % at 3 µM; 0.19% of 360,000 active;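 active means activation above the run's mean over test compounds plus 3 SD, cut at about 23% in these data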;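 further: signal is peak over basal fluorescence ratio across the kinetic read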
M5 PAM: CHRM5 positive allosteric modulation; CHO-K1 hM5, Fluo-8 calcium, ACh EC20 PAM; 0% = ACh EC20, 100% = ACh EC100; activation, % at 3 µM; 0.3% of 360,000 active; AID 624038;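 active means activation above the run cutoff, the mean activation of all test compounds plus 3 SD, cut at about 18% in these data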
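Test system: CHO-K1 hM5 cells / Doses: single-point, 3 µM nominal / Times: Post-acetylcholine fluorescence recording 140 s / Technique: Fluo-8 calcium fluorescence / Measure: Max/basal fluorescence ratio as % of EC20–EC100 ACh window / Benchmarks: low control EC20 acetylcholine (0%), high control EC100 acetylcholine (100%) / Replicates: one well per compound, no replicates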
CHRM4 antagonist: blocks acetylcholine activation of human M4 receptor. P08173. CHO-hM4 cells, ACh EC80, Fluo-8 calcium fluorescence. inhibition, % at 3 µM. 0.73% of 360,000 active. AID 624125;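 active means inhibition above its plate's cutoff, the mean inhibition of sample wells plus 3 SD, cut at about 27% in these data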;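 further: 0% = acetylcholine EC80 with DMSO and 100% = DMSO without agonist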
CRFR2-BP antag: antagonists of CRF-binding protein/CRF-R2 receptor complex; HEK293 CRF-R2/CRF-BP, CRF-induced calcium fluorescence; inhibition, % at 11.8 µM; 0.59% of 350,000 active; AID 588475;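 active means inhibition of the ligand-induced calcium signal above about 50% at the single tested concentration, limit read from the data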
Numbers without * were called inactive; · = no result given.

SMILES	M4 ag	CRFBP-R2 agonist	CHRM4 PAM	IDE cell inh	M5 antag	CHRM5 agonist	M5 PAM	CHRM4 antagonist	CRFR2-BP antag
CCOC(=O)[C@@H]1[C@H]2COc3cc(OC)ccc3[C@H]2N2C(=O)N(c3cccc(Cl)c3)C(=O)[C@@]12C	1	3.2	2	-4	7	-3	4	1	-7
O=C(CNC(=O)N1CC(=O)Nc2ccccc21)NCCc1ccc(Cl)cc1	1	-1.4	-4	3	-1	-4	2	6	5
CCOC(=O)N1CCC(N2Cc3cccc(C(=O)Nc4cc(F)ccc4F)c3C2=O)CC1	0	6.9	8	2	-3	1	-1	-11	30
Cc1cccc(NC(=O)CNC(=O)COC(=O)CCS(=O)(=O)c2ccccc2)c1C	1	0.2	-3	2	2	-3	-3	2	3
COCCn1c(Cc2cccn2C)nnc1SCC(=O)Nc1nccs1	2	1.4	10	-2	4	-4	-5	-10	-7
Cc1ccc(C(=O)NCc2ccccn2)c(Cl)c1	0	0.2	-2	3	5	-2	-5	0	1
O=C(O)C[C@H]1c2ccc(C(F)(F)F)cc2S(=O)(=O)N1Cc1ccccc1	0	0.1	15	4	12	0	-1	2	-2
O=C(O)c1cccc2c1C(=O)c1cc(Br)ccc1S2(=O)=O	1	0.3	11	-1	13	-6	3	-17	-28
CC(c1ccccc1)C(CC(=O)O)C(=O)NC1CCCCC1 (stereo not given)	0	-1.6	1	4	-2	2	-3	-6	17
CC(C)(C)c1ccc(C(=O)NCC(=O)OCc2ccc([N+](=O)[O-])cc2)cc1	4	1.3	-10	2	-3	-2	-12	9	34
COc1ccc(OC)c(N/C(=N/C(=S)Nc2ccccc2)Nc2nc(C)cc(C)n2)c1	0	1.5	0	8	-1	-3	0	-8	-12
Cc1ccc(C(=O)N2CCc3ccccc32)cc1[N+](=O)[O-]	1	0.1	8	-1	11	4	1	-8	-28
CN(C)S(=O)(=O)c1cccc(NC(=O)CCCc2nc3ccccc3c(=O)[nH]2)c1	-1	0.6	0	0	6	-2	0	-9	1
CCOc1ccccc1NC(=O)C(=O)NCCC1=CCCCC1	0	3.0	9	3	4	1	2	-13	-1
Cc1noc(C)c1COc1ccc(CC(=O)NCCc2ccccn2)cc1	1	0.3	-3	2	0	-4	4	7	7
Cc1cc(-c2ccccc2)nc(N/N=C/c2ccccc2)n1	7	-1.4	0	0	11	-3	-7	-6	-5
O=C1C(Cl)=C(N2CCCC2)C(=O)N1c1ccc(F)cc1	-2	2.2	0	-6	6	1	7	3	-2
CN(C)C1=NCCN1CCc1cccc(F)c1	2	0.5	-6	2	-2	-12	-15	14	-5
O=[N+]([O-])c1ccccc1Oc1ccccc1Cl	-1	-0.8	6	5	12	-5	-6	1	17
COC(=O)[C@H]1C[C@@H]1[C@H](NC(=O)OCc1ccccc1)c1ccccc1	1	-1.3	4	0	7	-5	1	-13	2
Cc1ccc(SCC(=O)Nc2cccc(-c3nnc(-c4ccco4)o3)c2)cc1	6	4.3	-5	5	-1	0	1	7	-3
COc1ccc([N+](=O)[O-])cc1/C=N/NC(=O)c1nonc1N	0	0.0	4	-1	11	-1	-1	6	5
Cc1cc(C(=O)OC(C)C(=O)NC2CCCCC2C)c2ccccc2n1 (stereo not given)	0	-1.2	2	·	-2	1	2	-1	10
Cc1cccc(NC(=O)Cc2cccs2)n1	1	1.7	9	-3	-5	0	5	-3	1
O=C(CNC(=O)c1cccs1)c1ccc(Cl)cc1	4	-0.2	4	-7	-2	4	6	1	8

Some of the entries so far, with two lines to a compound:
Values run as follows: M4 ag, CRFBP-R2 agonist, CHRM4 PAM, IDE cell inh, M5 antag, CHRM5 agonist, M5 PAM, CHRM4 antagonist, CRFR2-BP antag
Cc1cc(-c2ccccc2)nc(N/N=C/c2ccccc2)n1
→ 7, -1.4, 0, 0, 11, -3, -7, -6, -5
CCOc1ccccc1NC(=O)C(=O)NCCC1=CCCCC1
→ 0, 3.0, 9, 3, 4, 1, 2, -13, -1
O=[N+]([O-])c1ccccc1Oc1ccccc1Cl
→ -1, -0.8, 6, 5, 12, -5, -6, 1, 17

(list continues)
SMILES	M4 ag	CRFBP-R2 agonist	CHRM4 PAM	IDE cell inh	M5 antag	CHRM5 agonist	M5 PAM	CHRM4 antagonist	CRFR2-BP antag
O=C1c2cccc3cccc(c23)C(=O)N1c1nccs1	0	-2.5	2	8	1	-4	-5	4	21
CCOC(=O)c1c(C)[nH]c(C)c1S(=O)(=O)NC(CC)CN1CCOCC1 (stereo not given)	0	-2.0	2	7	11	-5	-4	3	-3
CCc1nn(CC(=O)NCCCN2CCOCC2)c(=O)c2cc3sccc3n12	0	1.1	9	-1	3	-5	-2	-6	-4
CCc1nccn1S(=O)(=O)c1ccc2ccc(C)cc2c1	0	0.3	-2	8	3	0	4	5	1
COc1ccc(-c2[nH]nc3oc(=O)cc(C)c23)cc1	1	-1.8	-6	-2	13	-4	-6	4	17
Cc1c(C#N)c(O)[nH]c(=O)c1N=Nc1ccc(Br)cc1C(=O)O	0	-0.7	1	-2	9	-2	0	-7	2
CC(C)OC(=O)c1cn(-c2ccccc2)nc1-c1ccco1	0	2.9	2	3	1	-2	2	4	16
Cc1cccc(OCC(=O)Nc2nnc(S(=O)(=O)N3CCC(C)CC3)s2)c1	0	2.6	-1	-3	-1	1	2	7	12
O=C(NC(=S)Nc1ccccc1)c1csnn1	1	-0.6	-9	3	0	3	-6	4	-6
CNC(=S)N/N=C/c1ccc(-c2ccc(C(=O)O)cc2)o1	1	-1.2	26	-1	-2	-2	2	25	4
COC(=O)C1=C2SC(C)C(=O)N2C(N)=C(C#N)C1c1cc(OC)c(OC)c(OC)c1 (stereo not given)	0	-2.6	-8	0	-3	-2	0	10	13
O=C(CS(=O)(=O)Cc1ccccc1)NCC1CCCO1 (stereo not given)	1	-0.7	6	0	9	-2	-6	-2	-18
CCOc1cc(N2CCOCC2)c(OCC)cc1NC(=O)CC12CC3CC(CC(C3)C1)C2	-1	0.5	3	-3	3	-5	3	-11	-15
CCOc1cccc(C(=O)Nc2cccc(-c3nnc(-c4ccc(C)cc4)o3)c2)c1	1	-0.6	2	-1	5	-1	-1	4	7
O=C(CNS(=O)(=O)c1cccc2nsnc12)NCc1ccc(Cl)cc1	1	-0.1	4	-1	-12	-4	7	-10	0
OC(CN1CC=C(/C=C/c2ccc(Br)cc2)CC1)c1ccccc1 (stereo not given)	6	0.6	-3	3	13	-1	1	2	-8
O=C(Cc1cccc2ccccc12)Nc1ccccc1Br	-1	1.6	-5	-9	11	-7	-9	-2	8
O=C(NCCNc1ccc([N+](=O)[O-])cc1C(F)(F)F)c1cccc(F)c1	11	-1.8	6	4	9	0	-13	13	-7
COCCNC(=O)C1CC2Cn3c(nc4cc5ccccc5cc43)C2N1C (stereo not given)	2	-2.6	-5	5	11	1	-6	-3	4
O=C(Nc1nnc(C2=COCCO2)o1)c1cccc(C(F)(F)F)c1	0	-0.1	-3	-6	13	-4	-1	0	-11
CCOc1cccc2cc(-c3csc(NC(=O)CCC(=O)NCCN4CCCCC4C)n3)c(=O)oc12 (stereo not given)	2	1.7	9	3	2	7	2	-4	-1
O=c1[nH]c2cc3ccccc3cc2nc1C(F)(F)F	5	24	-2	14	16	-1	-6	1	-28
O=[N+]([O-])c1cccc(N=NN(CCO)c2cccc([N+](=O)[O-])c2)c1	1	0.8	7	3	-2	1	-8	2	5
Cc1ccc(NC(=O)COC(=O)C2=NN(c3ccccc3)C(=O)CC2)c(Br)c1	0	0.9	-1	-1	6	0	-1	-1	-2
COc1ccc(OCC(O)CNC(C)c2ccccc2)cc1 (stereo not given)	2	3.8	-4	-1	9	-1	-1	10	-30
(next part)
SMILES	M4 ag	CRFBP-R2 agonist	CHRM4 PAM	IDE cell inh	M5 antag	CHRM5 agonist	M5 PAM	CHRM4 antagonist	CRFR2-BP antag
CCCCOc1ccc(-c2nnn(CC(=O)c3c[nH]c4ccccc34)n2)cc1	1	1.9	9	-4	-2	-1	16	-5	12
CSc1cccc(NC(=O)CC(C)n2ccnc2)c1 (stereo not given)	1	-1.4	1	-2	9	-3	-12	-1	1
COc1cc(-c2nc(S(=O)(=O)c3ccc(Cl)cc3)c(N(C)C)o2)cc(OC)c1OC	0	-2.9	19	0	0	-2	10	-12	5
COc1cc(C(CCN2CCCC2)c2c(OC)cc(OC)c3ccc(=O)oc23)cc(OC)c1OC (stereo not given)	0	-0.9	9	-2	0	-3	3	8	-3
Cc1nn2c(N3CCN(CCO)CC3)c3c(nc2c1-c1ccccc1)CCCC3	3	-1.6	-9	1	4	-5	2	-6	6
CCCNC(=O)c1cc(C2CCCN(C(=O)c3ccccc3)C2)on1 (stereo not given)	2	·	5	·	0	0	0	-15	·
CC(C)CCNC(=O)Cc1csc(-c2ccccc2)n1	0	-0.5	3	2	-6	0	5	-5	0
c1ccc(C2CC(c3ccccc3)n3c(nc4ccccc43)N2)cc1 (stereo not given)	1	1.5	-4	2	5	-1	-3	-9	31
Nc1ccccc1-c1nc2ccccc2[nH]c1=O	1	1.3	2	·	1	-3	6	-14	-10
COCc1cc(CN(C)C(=O)c2oc3c(F)cccc3c2C)[nH]n1	2	-0.2	-9	0	24	-2	-9	15	-13
O=C(O)c1cc([N+](=O)[O-])ccc1Nc1ccccc1	0	-0.1	3	1	-2	2	-1	3	2
NC(=O)CN1C(=O)C2C3C=CC(C3)C2C1=O (stereo not given)	1	-0.4	1	7	-3	-4	-9	4	2
CC(C)NC(=O)Cn1cc(C(=O)C2CC2)c2ccccc21	1	1.7	7	-2	-4	-2	6	-8	-14
CCn1c(=O)cc(OCC(=O)NCc2ccco2)c2ccccc21	0	-0.7	15	0	7	0	-2	0	-31
Cc1ccccc1/C(N)=N/OC(=O)/C=C/c1ccccc1	0	-1.7	3	3	5	-1	-1	5	-3
CC(CNC(=O)COc1ccccc1)OC(=O)Nc1cccc(Cl)c1 (stereo not given)	6	-0.6	-8	-4	5	-4	-7	0	-5
Cc1ccc(Cn2ncc3c(N4CCN(C5CCCC5)CC4)ncnc32)cc1	4	-0.8	4	3	2	-4	2	-3	-12
CCCOc1ccc(C(=O)CCC(=O)Nc2ccc(N3CCN(C)CC3)cc2)cc1	3	0.8	5	6	8	-9	3	-9	0
Cc1cc(C)cc(N(CC(=O)Nc2cccc(C)n2)S(=O)(=O)c2c(C)noc2C)c1	2	1.0	-6	3	3	-6	-18	-1	5
O=C(NC1CC2CCC1C2)c1ccc(CN2CCOCC2)cc1 (stereo not given)	1	-1.4	2	0	-6	-3	5	-7	2
COC(=O)c1ccc2nc3c(cc2c1)[C@@H]1CCN2C(=O)CCC[C@H](C3)[C@H]12	2	-0.3	10	·	-2	3	8	-4	87*
CCCCn1c(SCC(=O)NCc2ccco2)nc2cc(S(N)(=O)=O)ccc21	0	-1.3	2	-2	7	-3	0	1	2
COc1ccccc1OCC(=O)Nc1ccc(Cl)cc1	0	-4.3	17	4	-3	-5	-4	9	-12
CCCCn1c(SCC(=O)N2CCOCC2)nc2ccccc2c1=O	0	0.4	5	-5	0	-2	5	-23	-5

Another view of 2 compounds above:
SMILES,M4 ag,CRFBP-R2 agonist,CHRM4 PAM,IDE cell inh,M5 antag,CHRM5 agonist,M5 PAM,CHRM4 antagonist,CRFR2-BP antag
c1ccc(C2CC(c3ccccc3)n3c(nc4ccccc43)N2)cc1 (stereo not given),1,1.5,-4,2,5,-1,-3,-9,31
Nc1ccccc1-c1nc2ccccc2[nH]c1=O,1,1.3,2,·,1,-3,6,-14,-10

Hits appear at their usual frequency; about 2.9% have a hit in one of these screens.
